697 NFkB inh – lowers PMA/ionomycin-induced NF-kB signal in 697 B cells; 697 B-cell NF-kB luciferase reporter, 16 h; inhibition, % at 4 µM; 330,000 tested, 0.33% active; AID 435022; in the data active = inhibition above about 35%
CXCR6 block – inhibitors of human CXCR6 receptor | 360,000 tested, 0.36% active | AID 602244 | inhibition, % at 20 µM | CHO-K1 PathHunter CXCR6 beta-arrestin, luminescence | O00574; in the data active = inhibition above about 34%, passing the limit was not always enough;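 note: antagonist mode with CXCL16 agonist at 10 nM final; 0% = 10 nM CXCL16 with DMSO and 100% = unstimulated wells without agonist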
Target sequence (O00574 whole entry, looked up): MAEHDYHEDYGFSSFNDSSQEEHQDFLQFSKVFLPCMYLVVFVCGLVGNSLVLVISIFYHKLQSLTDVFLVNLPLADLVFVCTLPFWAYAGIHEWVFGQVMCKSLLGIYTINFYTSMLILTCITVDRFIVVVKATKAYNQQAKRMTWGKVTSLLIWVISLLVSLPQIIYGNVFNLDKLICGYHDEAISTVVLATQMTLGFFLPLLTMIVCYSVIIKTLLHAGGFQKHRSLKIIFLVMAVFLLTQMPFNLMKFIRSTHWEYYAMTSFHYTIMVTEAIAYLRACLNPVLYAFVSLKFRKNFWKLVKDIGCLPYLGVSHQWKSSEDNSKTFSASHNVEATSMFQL
CCR6 antag – blocks CCL20-driven beta-arrestin recruitment at human CCR6 | AID 493098 | inhibition, % at 20 µM | 340,000 tested, 0.49% active | CHO-K1 CCR6 PathHunter beta-arrestin, luminescence, CCL20-stimulated;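 active = compounds whose inhibition of the agonist-driven luminescence signal at 20 µM reaches about 50%, limit read from the data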;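 note: cells stimulated with CCL20 at 14 nM final; plate controls were DMSO with CCL20 for no effect and DMSO without agonist for full effect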
Gli-Sufu block – antagonists of Gli-Sufu signaling; inhibition, % at 5 µM; 340,000 tested, 0.74% active; AID 588413; Sufu-KO-LIGHT fibroblasts, Gli luciferase reporter luminescence;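 active = inhibition above about 55%, limit read from the data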;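 note: 0% = DMSO-treated cells and 100% = wells with medium but no cells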
EBI2 block – EBI2 (human) antagonism. P32249. EBI2 beta-arrestin recruitment, luminescence, 7a,25-OHC stimulated. inhibition, % at 5 µM. 360,000 tested, 0.81% active. AID 651636; in the data active = inhibition above about 38%;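 note: enzyme fragment complementation signal reports receptor beta-arrestin coupling in cells; 0% = agonist plus DMSO wells and 100% = wells without agonist; some results beyond the cut were filed as inactive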
Target sequence (P32249 whole entry, looked up, the tested form may be a part): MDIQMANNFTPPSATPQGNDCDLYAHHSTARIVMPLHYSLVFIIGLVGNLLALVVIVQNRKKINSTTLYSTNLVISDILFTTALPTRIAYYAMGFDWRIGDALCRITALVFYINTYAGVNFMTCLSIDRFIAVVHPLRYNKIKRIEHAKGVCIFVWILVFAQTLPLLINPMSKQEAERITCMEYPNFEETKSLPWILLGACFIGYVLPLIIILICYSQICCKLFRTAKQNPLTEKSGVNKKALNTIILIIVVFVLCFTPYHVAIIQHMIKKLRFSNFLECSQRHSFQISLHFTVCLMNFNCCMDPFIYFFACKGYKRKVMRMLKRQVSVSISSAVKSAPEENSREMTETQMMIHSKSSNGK
UBC13 inh – human UBC13 polyubiquitination inhibition; UBC13 polyubiquitin chain formation, TR-FRET; inhibition, % at 20 µM; 330,000 tested, 0.47% active; P61088; AID 485273; in the data active = inhibition above about 45%, passing the limit was not always enough
Target sequence (P61088 whole entry, looked up): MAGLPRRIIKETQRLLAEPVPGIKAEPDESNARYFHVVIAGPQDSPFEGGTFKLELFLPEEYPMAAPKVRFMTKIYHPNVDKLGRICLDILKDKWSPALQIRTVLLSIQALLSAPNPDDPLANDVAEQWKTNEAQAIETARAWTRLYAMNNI
Jurkat NFkB inh – lowers PMA/ionomycin-induced NF-kB signal in Jurkat cells. PMA/ionomycin-induced NF-kB luciferase reporter, luminescence. 330,000 tested, 0.53% active. AID 435003. inhibition, % at 4 µM; in the data active = inhibition above about 50%
APJ antagonist – APJ receptor antagonism; CHO-K1 APJ beta-arrestin complementation, luminescence; inhibition, % at 20 µM; 330,000 tested, 0.32% active; AID 2521;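 active = inhibition above about 40% at 20 µM, limit read from the data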;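 note: cells challenged with 10 nM apelin-13 agonist together with compound; plate controls were apelin-13 plus DMSO wells for no effect and DMSO wells lacking apelin-13 for full effect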
Numbers without * were called inactive; . = no result given.

Order of values: 697 NFkB inh	CXCR6 block	CCR6 antag	Gli-Sufu block	EBI2 block	UBC13 inh	Jurkat NFkB inh	APJ antagonist
Cc1ccc(O)c(C2=NOC(O)(C(F)(F)F)C2)c1 (stereo unspecified)
  9	4	-3	-17	0	12	1	16
O=C(NCC(=O)N1CCc2ccccc2C1)c1ccc(Cl)cc1Cl
  -7	4	11	1	9	-1	-12	-6
O=C(Nc1c2c(nc3ccccc13)CCCC2)c1ccccc1F
  -1	8	9	4	-28	8	3	11
Cc1cc(NC(=O)COC(=O)CC2CCCC2)c([N+](=O)[O-])cc1C
  4	1	9	7	10	-3	11	-5
COc1cccc(NC(=O)CN(C)C(=O)C(CCSC)NC(=O)c2ccco2)c1 (stereo unspecified)
  8	-2	3	1	-7	1	0	8
CCN1CCN(c2ccc(S(=O)(=O)N3CCCCC3)cc2NC(=O)/C=C/c2ccc(Cl)cc2)CC1
  .	8	31	23	36	.	.	.
Cc1cccc(NC(=O)C(=O)NCc2ccc3c(c2)OCO3)c1C
  -4	8	5	-3	3	-2	1	5
O=C(NCc1ccncc1)C(=O)N/N=C/c1ccccc1OCc1ccccc1
  19	-11	-9	-9	-5	-8	-6	-11
O=C(N/N=C\C=C\c1ccc2c(c1)OCO2)C1COc2cc3ccccc3cc2O1 (stereo unspecified)
  -7	-4	0	-2	-16	-14	-3	-4
COc1cc(C=O)ccc1OCc1cn(CC(=O)c2ccc(O)cc2)nn1
  .	8	16	2	0	.	.	.
Nc1nc(-c2cccc(NS(=O)(=O)c3ccccc3)c2)cs1
  -34	0	1	-2	-8	-2	-15	-14
CCOC(=O)c1ccc2c(c1)nc(C1CCN(S(=O)(=O)c3cccs3)CC1)n2CC
  -14	-5	11	29	-2	0	-3	16
Cc1ccc(C(=O)N/C(=C\c2cn(S(=O)(=O)N(C)C)c3ccccc23)C(=O)NCCCn2ccnc2)cc1
  7	7	12	5	-8	19	12	10
Cc1cc(Cl)c(S(=O)(=O)NCC2CCCO2)cc1OCC(=O)NC1CCCCC1 (stereo unspecified)
  2	-11	6	4	4	11	11	-5
CC1CCCCC1NC(=O)c1ccc(S(=O)(=O)N2CCCC2)cc1 (stereo unspecified)
  19	-5	2	4	-16	-1	7	2
COc1ccc(/C=C/C(=O)NC2CCCCCCC2)cc1S(=O)(=O)N1CCOCC1
  -29	4	0	-24	22	8	-32	-2
Cn1cnnc1SCC(=O)c1c(N)n(Cc2ccccc2)c(=O)n(C)c1=O
  12	3	-1	-5	-6	6	18	2
Cc1cc(C)c2c(N)c(C(=O)c3ccccc3)oc2n1
  4	7	3	2	-2	2	-18	1
Nc1nc(COC(=O)C2CC(=O)N(Cc3ccccc3Cl)C2)nc(Nc2ccccc2)n1 (stereo unspecified)
  9	2	13	-2	18	1	5	2
COC(=O)c1ccccc1C(=O)N1CCCC(C(=O)c2ccc(OC)c(OC)c2)C1 (stereo unspecified)
  8	-5	6	0	4	-8	-3	18
COc1ccc(CCNC(=O)CN(C)S(=O)(=O)c2ccc3nc(C)sc3c2)cc1OC
  -1	-11	11	-9	-2	-11	-3	-15
Cn1c(SCC(=O)OC2CCCCC2)nnc1-c1ccco1
  20	1	-3	0	-12	4	-2	10
CCOc1ccc(NC(=O)c2ccc(N)cc2)cc1
  -20	-3	-3	-33	2	-7	-47	9
C=CCN=C1S/C(=C\c2ccc(N(C)C)cc2)C(=O)N1CC=C
  -80	1	11	-13	19	-14	-13	0
CN(CC(=O)Nc1ccc(Cl)cc1)C(=O)c1cccc(S(=O)(=O)N2CCN(Cc3ccccc3)CC2)c1
  3	-10	11	40	62*	2	4	-8
COC(=O)[C@]1(Cc2ccccc2)N[C@H](c2ccc(SC3CCCCC3)c(OC)c2)[C@@H]2C(=O)N(C)C(=O)[C@@H]21
  -5	0	-1	-5	7	25	7	4
C=CCOc1ccc(/C(O)=C2/C(=O)C(=O)N(CCCn3ccnc3)C2c2cccs2)cc1 (stereo unspecified)
  3	3	-14	22	-2	-9	-35	6
NS(=O)(=O)c1ccc(NC(=S)Nc2ccc(S(=O)(=O)N3CCCC3)cc2)cc1
  -1	-4	14	-3	4	3	15	-2
NS(=O)(=O)c1ccc(CCNC(=O)C2CCN(S(=O)(=O)c3ccccc3)CC2)cc1
  -9	-5	6	-5	-1	14	2	-1
COc1ccc2c(c1)cc1c(=O)n(CC(=O)NCCCN3CCOCC3)nc(C)n12
  -25	1	0	8	5	-11	2	-37

Two records drawn at random from the list so far, as already listed:
Order of values: 697 NFkB inh	CXCR6 block	CCR6 antag	Gli-Sufu block	EBI2 block	UBC13 inh	Jurkat NFkB inh	APJ antagonist
COc1ccc(CCNC(=O)CN(C)S(=O)(=O)c2ccc3nc(C)sc3c2)cc1OC
  -1	-11	11	-9	-2	-11	-3	-15
NS(=O)(=O)c1ccc(CCNC(=O)C2CCN(S(=O)(=O)c3ccccc3)CC2)cc1
  -9	-5	6	-5	-1	14	2	-1

Arranged by molar mass (largest number first): 13 of the compounds above
Order of values: 697 NFkB inh	CXCR6 block	CCR6 antag	Gli-Sufu block	EBI2 block	UBC13 inh	Jurkat NFkB inh	APJ antagonist
COC(=O)[C@]1(Cc2ccccc2)N[C@H](c2ccc(SC3CCCCC3)c(OC)c2)[C@@H]2C(=O)N(C)C(=O)[C@@H]21
  -5	0	-1	-5	7	25	7	4
COc1ccc(CCNC(=O)CN(C)S(=O)(=O)c2ccc3nc(C)sc3c2)cc1OC
  -1	-11	11	-9	-2	-11	-3	-15
NS(=O)(=O)c1ccc(CCNC(=O)C2CCN(S(=O)(=O)c3ccccc3)CC2)cc1
  -9	-5	6	-5	-1	14	2	-1
C=CCOc1ccc(/C(O)=C2/C(=O)C(=O)N(CCCn3ccnc3)C2c2cccs2)cc1 (stereo unspecified)
  3	3	-14	22	-2	-9	-35	6
NS(=O)(=O)c1ccc(NC(=S)Nc2ccc(S(=O)(=O)N3CCCC3)cc2)cc1
  -1	-4	14	-3	4	3	15	-2
COc1ccc(/C=C/C(=O)NC2CCCCCCC2)cc1S(=O)(=O)N1CCOCC1
  -29	4	0	-24	22	8	-32	-2
COC(=O)c1ccccc1C(=O)N1CCCC(C(=O)c2ccc(OC)c(OC)c2)C1 (stereo unspecified)
  8	-5	6	0	4	-8	-3	18
Cn1cnnc1SCC(=O)c1c(N)n(Cc2ccccc2)c(=O)n(C)c1=O
  12	3	-1	-5	-6	6	18	2
CC1CCCCC1NC(=O)c1ccc(S(=O)(=O)N2CCCC2)cc1 (stereo unspecified)
  19	-5	2	4	-16	-1	7	2
C=CCN=C1S/C(=C\c2ccc(N(C)C)cc2)C(=O)N1CC=C
  -80	1	11	-13	19	-14	-13	0
Cn1c(SCC(=O)OC2CCCCC2)nnc1-c1ccco1
  20	1	-3	0	-12	4	-2	10
Cc1cc(C)c2c(N)c(C(=O)c3ccccc3)oc2n1
  4	7	3	2	-2	2	-18	1
CCOc1ccc(NC(=O)c2ccc(N)cc2)cc1
  -20	-3	-3	-33	2	-7	-47	9

(cont.)
Order of values: 697 NFkB inh	CXCR6 block	CCR6 antag	Gli-Sufu block	EBI2 block	UBC13 inh	Jurkat NFkB inh	APJ antagonist
O=C(N/N=C1\CCCc2c1[nH]c1ccc(Cl)cc21)c1ccncc1
  -15	0	13	-1	29	-12	3	2
CC(=O)c1cccc(NC(=O)C2CCN(S(C)(=O)=O)CC2)c1
  0	-1	-4	13	-2	8	3	12
O=C(CSC1=NC(=O)C(Cc2ccccc2)C(=O)N1)NC1CCCCC1 (stereo unspecified)
  15	3	6	5	4	8	16	9
CCc1sc(NC(=O)CN2CCC(C(N)=O)CC2)nc1-c1ccccc1
  12	5	-11	2	6	4	-5	10
COc1ccc(CNC(=O)COc2ccc(S(=O)(=O)N3CCOCC3)cc2)cc1
  -8	5	2	1	-8	-3	17	4
CC(C)C[C@H](NC(=O)c1nc[nH]c1C(=O)N1CCNCC1)C(=O)OC(C)(C)C
  4	-8	0	-16	-11	2	19	8
Clc1cccc(N2CCN(c3nnnn3-c3ccccc3)CC2)c1
  9	4	25	-1	10	3	5	-9
CC(C)c1ccc(-c2cc(C(=O)NN3CCN(C)CC3)c3ccccc3n2)cc1
  -63	-6	11	-37	-1	19	-51	-3
Cc1ccc(N2NC(C)(c3cccs3)NC2=S)cc1 (stereo unspecified)
  -59	-16	-2	-88	-4	9	-44	-19
C/C(=C\c1ccccc1)CN1CCC(C(=O)N2CCCC(C)C2)CC1 (stereo unspecified)
  12	5	4	9	3	1	8	14
CC(=O)Nc1ccc(S(=O)(=O)Nc2ccc(F)c([N+](=O)[O-])c2)cc1
  11	9	12	1	-9	-6	16	10
S=C1NC2=C(CCCC2=C2SCCS2)C(c2ccccc2)N1 (stereo unspecified)
  0	11	33	-8	13	-15	-12	4
CC(C)(C)OC(=O)N1CCC(C(=O)N[C@H](Cc2ccccc2)C(=O)O)CC1
  13	1	-13	-3	5	6	3	23
COc1ccc(NC(=O)COC(=O)c2ccc(S(=O)(=O)N(C)c3ccccc3OC)cc2)cc1
  .	-5	5	-9	4	.	.	.
Cc1ccc(N=Nc2c(N)nn3c(C)cc(C)nc23)cc1
  -18	2	28	0	1	-41	-20	11
O=[N+]([O-])c1ccn(-c2nc(-c3cccs3)cc(C(F)(F)F)n2)n1
  0	6	1	1	13	-12	7	5
CN1C(=O)CSc2ccc(NC(=O)NCc3ccco3)cc21
  8	2	5	10	-2	4	11	-17
N#Cc1ccc2c(c1)nnn2-c1ccccc1
  3	-15	7	-3	-1	-9	-11	-6
O=C(COC(=O)C1CCN(S(=O)(=O)c2ccc(Cl)c(C(F)(F)F)c2)CC1)NCc1ccco1
  13	-4	6	-2	1	-4	4	-4
COc1ccc(C(=O)OCC(=O)Nc2ccc(N3CCOCC3)cc2)cc1
  11	1	-2	-19	-14	5	-4	3
O=S(=O)(NCc1ccccn1)c1cc(C(F)(F)F)ccc1Cl
  -28	-1	-6	-5	-11	3	1	3
Cc1c(Cl)cnc(NC(=O)COC(=O)CCC(=O)c2cccs2)c1Cl
  .	-4	-2	-26	-15	.	.	.
CC(C)CCNC(=O)c1cc2c(s1)-c1ccccc1S(=O)(=O)C2
  21	-2	7	-4	1	6	-9	-17
COc1cccc(OCc2cc(C(=O)N3CCC(c4ccncc4)CC3)no2)c1
  -28	1	8	-18	7	6	33	10
CN(C)C(=O)Cn1cnc2c(cnn2-c2ccc(F)cc2)c1=O
  11	6	10	-1	-9	3	-7	-1
Cc1cc(-c2c(C)[nH]n(-c3ccccc3)c2=O)n(-c2ccccc2)n1
  -36	4	0	2	-2	0	-1	0
CCN(CC)N=Nc1[nH]nc2nc(C)cc(C)c12
  -21	-5	2	-8	-1	-5	0	9
O=C(CCNC(=O)N1CC(=O)Nc2ccccc21)Nc1ccc(F)c(Cl)c1
  -3	0	8	-44	-12	7	-2	12
COc1ccc(N2CCN(C(CNS(=O)(=O)c3cc(F)ccc3F)c3cccnc3)CC2)cc1 (stereo unspecified)
  11	-10	11	20	-4	5	2	8
CCCC[C@@H](CNC)NC[C@H](NCCCCC1CCCCC1)C(C)C
  -6	16	25	7	4	66*	6	-6
CCCn1c(SCCN2C(=O)c3ccccc3C2=O)n[nH]c1=O
  -7	-4	1	-3	-9	-6	-4	19

High-throughput results as filed in PubChem.
